Tau fluor cs – counter-screen for tau fibril formation inhibitors; tau K18 P301L Alexa594 fluorescence, heparin fibrillization; Potency, µM (doses to about 57.7 µM), for the others: at the top dose activity change, negative = decrease; AID 1463; actives 0.93% (n = 280,000); further: on the % scale 0 is the no-effect control and ±100 the full control effect; nearly all actives have a fitted effect of over 55% in size
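Human K18 P301L tau (15 uM unlabeled plus 0.24 uM Alexa 594-labeled, final) in 100 mM sodium acetate pH 7 was mixed with compound and 20 uM heparin and incubated 6 hr at 37 C.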
GAA glycogen – GAA glycogen-cleavage inhibition or activation. Potency, µM (titrated, usually from 76.4 µM), for inactives: at the top dose activity change, negative = inhibition, actives largely listed as inhibitors. recombinant GAA, glycogen substrate, Amplex Red glucose oxidase fluorescence. AID 2100. P10253. actives 0.38% (n = 300,000);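 further: 0% = full enzyme reaction and -100% = no-enzyme basal signal; the screen sought inhibitors and activators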
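Recombinant human alpha-glucosidase (4 nM final) hydrolysed bovine liver glycogen (30 ug) for 40 min at 37 C in pH 5.0 citrate/phosphate with 0.01% Tween-20. Released glucose detected by glucose oxidase/Amplex Red, Ex 573/Em 610 nm. Compounds up to 77 uM; AC50 from Hill fits.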
Tau fibril ThT – inhibitors of human tau fibril formation, thioflavin T binding; actives 2.1% (n = 270,000); recombinant tau K18 P301L, heparin-induced fibrillization, ThT fluorescence; P10636; Potency, µM (titrated, usually from 57.4 µM), inactives show top-dose activity, negative = inhibition, actives largely listed as inhibitors; AID 1460; further: on the % scale 0 is the no-effect control and ±100 the full control effect; nearly all actives have a fitted effect of over 55% in size
Target sequence (P10636 561-689 P618L limits assumed): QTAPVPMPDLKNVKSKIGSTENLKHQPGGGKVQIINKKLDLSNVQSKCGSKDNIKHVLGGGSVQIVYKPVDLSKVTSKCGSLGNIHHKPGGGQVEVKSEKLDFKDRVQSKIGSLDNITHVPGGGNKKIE
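Using a mix of unlabeled (15 uM) and Alexa 594-labeled (0.24 uM) tau K18 P301L, heparin-triggered fibrillization over 6 hr at 37 C was scored by ThT fluorescence.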
GAA inh – inhibitors of human lysosomal alpha-glucosidase; P10253; purified human GAA, 4-MU-alpha-glucoside fluorescence; Potency, µM (highest dose often 76.9 µM), inactives show at the top dose activity change, negative = inhibition, actives largely listed as inhibitors; actives 0.005% (n = 200,000);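 further: plate controls were uninhibited enzyme wells for no effect and no-enzyme background for full effect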
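Read-out is 4-methylumbelliferone fluorescence (Ex 365/Em 440 nm) after NaOH/glycine stop at pH 10. Enzyme 4 nM, substrate 400 uM, pH 5.0 citrate buffer, 20 min room temperature; AC50 from Hill-equation concentration-response.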
Tau fibril FP – blocks human tau fibril formation measured by polarization | Potency, µM (series often up to 57.7 µM), for inactives: at the highest dose activity, negative = inhibition, actives largely listed as inhibitors | K18 P301L tau heparin fibrillization, Alexa594 FP, 6 h | actives 0.39% (n = 280,000); further: on the % scale 0 is the no-effect control and ±100 the full control effect; nearly all actives have a fitted effect of over 55% in size
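Human tau K18 […] P301L fragment, 15 uM unlabeled plus 0.24 uM Alexa 594-labeled tau (final), with compound and 20 uM heparin in 100 mM sodium acetate pH 7; 6 hr at 37 C, then Alexa 594 FP read.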
GLA spleen mod – alpha-galactosidase A (human) modulation; P06280; human spleen homogenate, 4MU-alpha-Gal fluorescence, 40 min; Potency, µM (doses to about 80 µM), without a hit: at the highest dose activity change, negative = inhibition, actives largely listed as inhibitors; actives 0.008% (n = 240,000);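 further: 0% = enzyme with vehicle and -100% = no enzyme basal signal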
Target sequence (P06280 32-429 limits assumed): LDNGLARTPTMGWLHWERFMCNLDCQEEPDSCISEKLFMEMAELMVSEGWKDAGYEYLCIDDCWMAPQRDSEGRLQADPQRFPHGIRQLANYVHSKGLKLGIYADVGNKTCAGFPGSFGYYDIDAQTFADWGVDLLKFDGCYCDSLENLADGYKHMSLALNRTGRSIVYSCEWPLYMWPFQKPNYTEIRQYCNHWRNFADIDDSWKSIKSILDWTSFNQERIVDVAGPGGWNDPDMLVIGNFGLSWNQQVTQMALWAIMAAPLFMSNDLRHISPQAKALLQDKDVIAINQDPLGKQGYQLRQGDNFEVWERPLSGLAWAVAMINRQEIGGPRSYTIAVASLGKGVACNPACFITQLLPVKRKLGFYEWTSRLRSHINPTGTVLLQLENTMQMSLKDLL
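Fluorogenic readout (Ex 365/Em 440 nm) of 4-methylumbelliferone released from 1 mM 4-MU-alpha-galactoside by spleen homogenate, 40 min at 37C, pH 5.0. Data normalized to no-enzyme and enzyme controls; Hill-equation AC50 from compound titrations.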
aGlu spleen mod – lysosomal alpha-glucosidase (human) modulation | human spleen homogenate, 4-MU-alpha-glucoside fluorescence | P10253 | Potency, µM (series often up to 79.9 µM), for the others: at the highest dose activity change, negative = inhibition, actives largely listed as inhibitors | actives 0.006% (n = 240,000);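 further: 0% = enzyme with vehicle and -100% = no enzyme basal signal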
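Human spleen homogenate (1 ug) incubated with compounds and 1 mM 4-methylumbelliferyl-alpha-D-glucopyranoside in pH 5.0 citrate/phosphate buffer, 37 C, 40 min. Stopped at pH 10; 4-MU fluorescence (Ex 365/Em 440 nm); AC50 by Hill fit.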
HTT cytoprotect – protects HTT-Q103 PC12 cells, measured by ATP | PC12 HTT-Q103 induced, cytoprotection, ATP luminescence, 40 h | Potency, µM (series often up to 56.4 µM), for the others: cytoprotection (ATP increase), most hits filed as activators | actives 0.14% (n = 230,000);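 further: % of control where 0% means no effect; nearly all actives have a fitted effect of over 45% in size; toxic huntingtin expression switched on by the ecdysone agonist tebufenozide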
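Readout: ATPlite luminescence (ATP level). Model: stable PC12, inducible Htt exon1 Q103-GFP. Inducer: tebufenozide, 100 nM final. Compounds: dose series. No G418 in medium.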
Active calls of the source: *; [ ] = dose if it differs, or a comment. The call rests on the fitted dose curve; in most records, active means well fitted curve in the direction sought with a large enough effect; inconclusive means small, poorly fitted or top-dose-only effect, or another doubt; inactive means no such curve, though single readings can be large; an effect the other way counts as inactive or inconclusive. Potency means the concentration at half of the fitted maximal effect.

For O=S1(=O)CC(O)C(NCc2ccco2)C1 (configuration not stated) the results were Tau fluor cs -5%, GAA glycogen 8%, Tau fibril ThT -18%, GAA inh 1%, Tau fibril FP -3%, GLA spleen mod 3%, aGlu spleen mod 11% and HTT cytoprotect 16%.
For CCN1C(=O)c2cccc3c(NC(=O)C4CCCCC4)ccc1c23 the results were Tau fluor cs -3%, GAA glycogen -6%, Tau fibril ThT inconclusive, GAA inh -2%, Tau fibril FP 3%, GLA spleen mod -3%, aGlu spleen mod -9% and HTT cytoprotect -21%.
`COc1ccccc1NC(=O)CN(Cc1ccccc1)S(C)(=O)=O` gave Tau fluor cs -7%, GAA glycogen -1%, Tau fibril ThT 5%, GAA inh inconclusive, Tau fibril FP -4%, GLA spleen mod 3%, aGlu spleen mod -1% and HTT cytoprotect 9%[10 µM].
`CCOc1ccc(-n2c(C)nc3cc(C(=O)NCCCN4CCOCC4)ccc32)cc1` gave Tau fluor cs 13%, GAA glycogen 8%, Tau fibril ThT 5%, GAA inh 0%, Tau fibril FP 1%, GLA spleen mod 2%, aGlu spleen mod -4% and HTT cytoprotect 4%.
Nc1c(C(=O)Nc2ccc(OC(F)(F)F)cc2)sc2nc(-c3ccncc3)ccc12 was read as Tau fluor cs inconclusive, GAA glycogen 13%[76.3 µM], Tau fibril ThT inconclusive and Tau fibril FP 14%.
Screening O=C(O)c1ccc(COc2ccccc2[N+](=O)[O-])o1 returned Tau fluor cs 3%, GAA glycogen -11%, Tau fibril ThT 5%, GAA inh 11%, Tau fibril FP -1%, GLA spleen mod -2%, aGlu spleen mod 4% and HTT cytoprotect inconclusive.
For COc1ccc(CNc2c(CO)cnc3c2cnn3C)cc1 the results were Tau fluor cs 6%, GAA glycogen 17%, Tau fibril ThT 0%, GAA inh 3%, Tau fibril FP 3%, GLA spleen mod 1%, aGlu spleen mod -1% and HTT cytoprotect -9%[10 µM].
CCn1c2ccccc2c2cc(NC(=O)c3ccccc3-c3ccccc3C(=O)O)ccc21 was read as Tau fluor cs inconclusive, GAA glycogen -5%, Tau fibril ThT inconclusive, Tau fibril FP 12%, GLA spleen mod 14%, aGlu spleen mod 10% and HTT cytoprotect -23%[10 µM].
Screening O=C(O)c1oc2ccc(Br)cc2c1-n1cccc1 returned Tau fluor cs 5%, GAA glycogen -26%, Tau fibril ThT -3%, GAA inh -1%, Tau fibril FP 4%, GLA spleen mod -2%, aGlu spleen mod 3% and HTT cytoprotect -9%[0.074 µM].
For COc1ccc(S(=O)(=O)N2CCCCC2)cc1 the results were Tau fluor cs -6%, GAA glycogen 0%, Tau fibril ThT -9%, GAA inh -8%, Tau fibril FP 7%, GLA spleen mod 5%, aGlu spleen mod 5% and HTT cytoprotect -9%.
Cc1ccc(NC(=O)c2ccc(-c3nn(C)c(=O)c4ccccc34)cc2)c(C)c1 was read as Tau fluor cs -20%, GAA glycogen -6%, Tau fibril ThT inconclusive, GAA inh -8%, Tau fibril FP -4%, GLA spleen mod 4%, aGlu spleen mod -6% and HTT cytoprotect 9%.
Screening COC(=O)c1ccccc1N1C(=O)[C@@H]2C(c3ccc(Br)cc3)=NO[C@@H]2C1=O returned Tau fluor cs -2%, GAA glycogen -8%, Tau fibril ThT 2%, GAA inh -8%, Tau fibril FP 1%, GLA spleen mod -3%, aGlu spleen mod -4% and HTT cytoprotect -4%.
Screening CCOC(=O)CCC(NC(=O)c1ccc(NCN2C(=O)CCC2=O)cc1)C(=O)OCC (configuration not stated) returned Tau fluor cs 1%, GAA glycogen 2%, Tau fibril ThT 0%, GAA inh 1%, Tau fibril FP 1%, GLA spleen mod -2%, aGlu spleen mod -4% and HTT cytoprotect -28%[0.074 µM].
CC1(C)CC(=O)c2cc3c(N)c(C(=O)NCc4ccccc4)sc3nc2C1 was read as Tau fluor cs 0%, GAA glycogen 6%, Tau fibril ThT -6%, GAA inh -3%, Tau fibril FP -6%, GLA spleen mod -5%, aGlu spleen mod -5% and HTT cytoprotect -8%.
Screening C[C@@H](O)[C@@H]1NC(=O)c2cc([N+](=O)[O-])cc(I)c2NCC[C@@H](C(N)=O)NC(=O)CNC1=O returned Tau fluor cs -8%, GAA glycogen 8%, Tau fibril ThT -19%, GAA inh -4%, Tau fibril FP -5%, GLA spleen mod -8% and aGlu spleen mod -1%.

Reprinted at random: 2 records from the list.
Screening COC(=O)c1ccccc1N1C(=O)[C@@H]2C(c3ccc(Br)cc3)=NO[C@@H]2C1=O returned Tau fluor cs -2%, GAA glycogen -8%, Tau fibril ThT 2%, GAA inh -8%, Tau fibril FP 1%, GLA spleen mod -3%, aGlu spleen mod -4% and HTT cytoprotect -4%.
For COc1ccc(S(=O)(=O)N2CCCCC2)cc1 the results were Tau fluor cs -6%, GAA glycogen 0%, Tau fibril ThT -9%, GAA inh -8%, Tau fibril FP 7%, GLA spleen mod 5%, aGlu spleen mod 5% and HTT cytoprotect -9%.

More results
CC(C)(C)c1ccc(C(=O)N/C(=C/c2cccs2)C(=O)NCc2ccco2)cc1 was read as Tau fluor cs -10%, GAA glycogen -2%, Tau fibril ThT -7%, GAA inh inconclusive, Tau fibril FP -6%, GLA spleen mod 5%, aGlu spleen mod -11% and HTT cytoprotect -2%[10 µM].
Screening COc1ccc(CCNC(=O)c2ccc(=O)[nH]n2)cc1OC returned Tau fluor cs 1%, GAA glycogen 5%, Tau fibril ThT 2%, GAA inh 1%, Tau fibril FP -13%, GLA spleen mod -2%, aGlu spleen mod -5% and HTT cytoprotect 0%.
For Cc1ccc(/C=N/n2c(C)nc3ccccc3c2=O)s1 the results were Tau fluor cs -11%, GAA glycogen 7%, Tau fibril ThT -13%, GAA inh 3%, Tau fibril FP 5%, GLA spleen mod 6%, aGlu spleen mod 5% and HTT cytoprotect -42%[inhibitor].
Cc1nccn1CC(=O)N/N=C/c1ccc(O)c(O)c1 was read as Tau fluor cs -16%, GAA glycogen inconclusive, Tau fibril ThT inconclusive, GAA inh 7%, Tau fibril FP inconclusive, GLA spleen mod -7%, aGlu spleen mod -21% and HTT cytoprotect -2%[10 µM].
Screening CC(=O)N/C(=C\c1ccccc1)C(=O)OCC(=O)N(C)C1CCCCC1 returned Tau fluor cs -14%, GAA glycogen -1%, Tau fibril ThT -9%, GAA inh 6%, Tau fibril FP -7%, GLA spleen mod 4%, aGlu spleen mod -4% and HTT cytoprotect -3%[10 µM].
C#CCNC(=O)C1=C[C@@H](c2ccccc2)[C@H](CCCO)[C@@H](OCC)O1 was read as Tau fluor cs -7%, GAA glycogen 10%, Tau fibril ThT -7%, Tau fibril FP -3%, GLA spleen mod 9%, aGlu spleen mod 3% and HTT cytoprotect -13%[10 µM].
For CCCc1nc2ccccc2c(=O)n1/N=C/c1c(C)[nH]n(-c2ccc(C)cc2)c1=O the results were Tau fluor cs -4%, GAA glycogen -7%, Tau fibril ThT -17%, GAA inh 0%, Tau fibril FP 11%, GLA spleen mod 6%, aGlu spleen mod -1% and HTT cytoprotect -6%[0.074 µM].
CCOC(=O)CNC(=O)N1CCCC(C(=O)c2ccc3c(c2)OCO3)C1 (configuration not stated) was read as Tau fluor cs 4%, GAA glycogen -7%, Tau fibril ThT -5%, GAA inh 12%, Tau fibril FP 7%, GLA spleen mod 3%, aGlu spleen mod -12% and HTT cytoprotect 9%[10 µM].
Screening CCn1c(SCc2cccc(C)c2)nnc1-c1ccccc1 returned Tau fluor cs -4%, GAA glycogen 9%, Tau fibril ThT -2%, GAA inh 1%, Tau fibril FP 0%, GLA spleen mod -4%, aGlu spleen mod 2% and HTT cytoprotect -32%.
Screening CN1/C(=C\C(=O)Nc2ccc(Cl)cc2)C(C)(C)c2ccccc21 returned Tau fluor cs 13µM*[quencher], GAA glycogen -7%, Tau fibril ThT inconclusive, GAA inh 2%, Tau fibril FP 10%, GLA spleen mod 8%, aGlu spleen mod -1% and HTT cytoprotect -3%[10 µM].
`O=C(NCc1ccccc1)Nc1cccn(Cc2ccc(Cl)cc2)c1=O` gave Tau fluor cs -12%, GAA glycogen -8%, Tau fibril ThT -3%, GAA inh -8%, Tau fibril FP inconclusive, GLA spleen mod 3%, aGlu spleen mod 2% and HTT cytoprotect 5%[10 µM].
`O=C(CN1CCCCC1)Nc1ccc(C(F)(F)F)cc1Cl` gave Tau fluor cs -12%, GAA glycogen -19%, Tau fibril ThT -5%, Tau fibril FP -8%, GLA spleen mod 4%, aGlu spleen mod 0% and HTT cytoprotect 17%[10 µM].
CCOC(=O)C1=C(O)CCn2c1nc1ccccc12 was read as Tau fluor cs 3%, GAA glycogen -2%, Tau fibril ThT 3%, GAA inh 1%, Tau fibril FP 0%, GLA spleen mod 5%, aGlu spleen mod 5% and HTT cytoprotect 26%[10 µM].
Screening COC(=O)CSc1cc(C(F)(F)F)nc(-c2ccccn2)n1 returned Tau fluor cs -6%, GAA glycogen -6%, Tau fibril ThT -6%, GAA inh -14%, Tau fibril FP 4%, GLA spleen mod 5%, aGlu spleen mod -5% and HTT cytoprotect -13%.
`COC(=O)N/N=C/c1cc(C)n(-c2ccc(Br)cc2)c1C` gave Tau fluor cs -22%, GAA glycogen 9%, Tau fibril ThT -22%, GAA inh -4%[15.4 µM], Tau fibril FP 8%, GLA spleen mod 1%, aGlu spleen mod 5% and HTT cytoprotect 8%[10 µM].
Screening O=C(c1cc(COc2ccc3ncccc3c2)on1)N1CCC(O)CC1 returned Tau fluor cs 7%, GAA glycogen -6%, Tau fibril ThT 0%, GAA inh 6%, Tau fibril FP 8%, GLA spleen mod 8%, aGlu spleen mod 0% and HTT cytoprotect 15%[10 µM].
`O=C(Oc1cccc2c(OC(=O)N3CCCC3)cccc12)N1CCCC1` gave Tau fluor cs -7%, GAA glycogen inconclusive, Tau fibril ThT 4%, GAA inh 2%, Tau fibril FP 3%, GLA spleen mod 10%, aGlu spleen mod 4% and HTT cytoprotect 8%[10 µM].
`COCCOc1cc(Nc2nnc(C(F)(F)F)s2)c(Cl)cc1Cl` gave Tau fluor cs 10%, GAA glycogen -9%, Tau fibril ThT 3%, GAA inh -2%, Tau fibril FP 5%, GLA spleen mod 4%, aGlu spleen mod 2% and HTT cytoprotect -98%[inhibitor][10 µM].
